# Screening results from PubChem.
# hIAP block – human IAP inhibition; inhibition, % at 10 µM; P09923; 0.12% of 330,000 active; purified IAP, CDP-Star luminescence, 30 min; AID 2544;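 active means inhibition reaching a set limit with compound at 10 µM in the primary screen, cut at about 35% in these data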;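 further: plate controls were DMSO wells with enzyme for no effect and no-enzyme buffer wells for full effect; values of inactives mirror those of a sister screen read the other way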
# APOBEC3A inh – inhibitors of human APOBEC3A DNA deaminase; AID 493011; P31941; 0.41% of 330,000 active; recombinant A3A, FAM/TAMRA ssDNA deamination fluorescence; inhibition, % at 20 µM;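 active means at least 40% inhibition at 20 µM here, with at most 30% in a related deaminase screen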;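 further: plate controls were A3A with DMSO for no effect and wells lacking A3A enzyme for full effect; some results filed as inactive read as strong as hits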
# Target sequence (P31941 whole entry, looked up): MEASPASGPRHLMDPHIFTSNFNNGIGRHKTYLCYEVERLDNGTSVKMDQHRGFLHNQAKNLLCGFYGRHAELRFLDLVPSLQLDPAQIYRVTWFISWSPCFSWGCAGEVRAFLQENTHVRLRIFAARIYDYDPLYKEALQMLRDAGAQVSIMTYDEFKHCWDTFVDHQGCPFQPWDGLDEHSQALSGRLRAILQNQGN
# mIAP inh – blocks mouse intestinal alkaline phosphatase; purified mouse IAP, CDP-Star luminescence, 30 min; inhibition, % at 10 µM; 0.2% of 330,000 active;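 active means inhibition of at least 40% at 10 µM in the primary screen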;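 further: plate controls were DMSO with enzyme for no effect and no enzyme wells for full effect; values of inactives mirror those of a sister screen read the other way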
# mIAP act – increases mouse intestinal alkaline phosphatase activity. muIAP, CDP-Star luminescence, 30 min; hits give high values; 1 = vehicle-only enzyme signal, 0 = enzyme-free wells. activation factor at 10 µM. 0.24% of 330,000 active. AID 2805;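 active means activation factor of at least 2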; further: the source names both 10 and 20 µM as test concentration; values of inactives mirror those of a sister screen read the other way
#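 also added = chemiluminescent substrate CDP-Star | test system = mouse IAP enzyme | signal = chemiluminescence readout | compound = DMSO-dissolved test compounds | incubation = 30 min at room temperature | benchmarks = DMSO wells, no-enzyme wells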
# ATG4B inhibitor – inhibitors of human ATG4B cysteine protease | AID 504462 | 0.51% of 340,000 active | inhibition, % at 8.33 µM | ATG4B cleavage of LC3-PLA2, NBD-HPC fluorescence, 1 h | Q9Y4P1; in the data active means inhibition above about 40%
# HKDC1 inhibitor – blocks human hexokinase HKDC1 activity; recombinant HKDC1, G6PDH/diaphorase resazurin coupled fluorescence; inhibition, % at 20 µM; 0.16% of 340,000 active;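 active means inhibition above about 35% when tested at 20 µM, limit read from the data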;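 further: plate controls were DMSO wells with enzyme for no effect and DMSO wells lacking enzyme for full effect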
# Target sequence (Q2TB90 whole entry, looked up): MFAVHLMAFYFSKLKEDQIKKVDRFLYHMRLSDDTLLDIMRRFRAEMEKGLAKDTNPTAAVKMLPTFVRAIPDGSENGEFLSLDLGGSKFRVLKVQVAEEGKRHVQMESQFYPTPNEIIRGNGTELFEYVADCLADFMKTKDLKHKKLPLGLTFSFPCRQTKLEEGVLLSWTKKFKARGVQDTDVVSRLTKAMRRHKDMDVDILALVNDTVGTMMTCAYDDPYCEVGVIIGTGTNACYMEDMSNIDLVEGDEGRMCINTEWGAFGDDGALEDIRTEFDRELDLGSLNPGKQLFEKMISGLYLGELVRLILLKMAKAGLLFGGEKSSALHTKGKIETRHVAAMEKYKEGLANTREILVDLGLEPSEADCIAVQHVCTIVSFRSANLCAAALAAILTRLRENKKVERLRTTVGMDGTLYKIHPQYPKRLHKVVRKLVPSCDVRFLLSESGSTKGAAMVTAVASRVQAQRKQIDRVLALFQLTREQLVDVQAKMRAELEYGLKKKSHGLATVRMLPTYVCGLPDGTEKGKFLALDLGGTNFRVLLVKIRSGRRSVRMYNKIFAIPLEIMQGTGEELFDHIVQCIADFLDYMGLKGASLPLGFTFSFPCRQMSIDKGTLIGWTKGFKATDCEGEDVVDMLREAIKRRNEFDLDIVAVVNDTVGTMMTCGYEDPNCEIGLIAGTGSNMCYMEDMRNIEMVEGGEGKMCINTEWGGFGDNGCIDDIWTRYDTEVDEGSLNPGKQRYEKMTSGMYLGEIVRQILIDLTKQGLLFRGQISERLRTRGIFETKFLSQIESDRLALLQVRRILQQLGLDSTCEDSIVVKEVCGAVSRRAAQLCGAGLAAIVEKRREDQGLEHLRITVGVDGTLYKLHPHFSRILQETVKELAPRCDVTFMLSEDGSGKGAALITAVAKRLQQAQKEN
#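 Test system: Recombinant HKDC1 (HK5) hexokinase enzyme, produced in-house | Input: HKDC1 at 5 µg/mL | Buffer or medium: Tris pH 8.0 buffer with MgCl2, Tween-20, BSA, BME | Schedule: 90 min reaction incubation at room temperature, dark | Technique: Resazurin-to-resorufin fluorescence via G6PDH and diaphorase coupling, 525/613 nm | Controls: DMSO wells with and without enzyme mix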
# PfGluPho inh – PfG6PD (Plasmodium falciparum) enzyme inhibition | PfGluPho enzyme, NADPH resazurin-diaphorase fluorescence | inhibition, % at 20 µM | 0.78% of 350,000 active | AID 504690;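 active means inhibition reaching at least a set limit at 20 µM in the primary screen, cut at about 59% in these data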;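 further: 0% = DMSO wells with substrate and 100% = DMSO wells lacking glucose-6-phosphate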
# hIAP act – increases human intestinal alkaline phosphatase activity | P09923 | purified human IAP, CDP-Star luminescence, 30 min; hits give high values; 1 = vehicle-only enzyme, 0 = enzyme-free background | 0.16% of 330,000 active | activation factor at 10 µM;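 active means activation factor of the enzyme at least 2-fold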; further: the source names both 10 and 20 µM as test concentration; values of inactives mirror those of a sister screen read the other way
# Active calls of the source: *; nt = no result given.
hIAP block,APOBEC3A inh,mIAP inh,mIAP act,ATG4B inhibitor,mol,HKDC1 inhibitor,PfGluPho inh,hIAP act
-3,-3,-12,1.1,nt,C#CCOCCOCCOCCNc1nc(N2CCN(C(=O)[C@H](CCCCN)n3cc([C@@H](N)CO)nn3)CC2)nc(N2CCN(C(=O)[C@H](Cc3cc4ccccc4[nH]3)n3cc([C@@H](N)CC(C)C)nn3)CC2)n1,nt,nt,1
18,4,16,0.84,3,N#Cc1ccc(-c2csc(NC(=O)c3cc(-c4cccs4)nc4ccccc34)n2)cc1,-5,13,0.82
-6,0,8,0.92,-6,Fc1ccccc1N1CCN(c2nnnn2-c2ccccc2)CC1,-7,-16,1.1
-2,-2,9,0.91,-3,CC1(C)Cc2ccccc2C(C(Cc2ccccc2)C(N)=O)=N1 (stereo not given),-8,18,1
23,-3,3,0.97,2,O=[N+]([O-])c1ccc(N2CCN(c3ccc(Cl)nn3)CC2)c(Cl)c1,-3,-3,0.77
-33,-7,-20,1.2,-5,COc1ccc(-n2cc(-c3ccccc3)c3c(NN4CCOCC4)ncnc32)cc1,2,0,1.3
7,-4,3,0.97,1,Cc1ccc(OCC(=O)Nc2cccnc2Cl)cc1C,-5,7,0.93
4,2,-5,1.1,-14,O=S(=O)(NCC(c1cccnc1)N1CCN(c2ccc(F)cc2)CC1)c1ccc(F)cc1 (stereo not given),2,13,0.96
-2,-1,-3,1,2,CC1CC(C)CN(C(=O)COC(=O)/C=C/c2cccc([N+](=O)[O-])c2)C1 (stereo not given),3,-13,1
19,3,12,0.88,7,Cc1cc(NC(=O)c2ccc(N3CCCC3)c([N+](=O)[O-])c2)no1,-3,7,0.81
7,-1,6,0.94,3,CCOP(=O)(OCC)c1nc(-c2ccc(C)cc2)oc1NCc1ccccc1,17,15,0.93
-4,1,5,0.95,-7,O=c1cnnc(Nc2ccccc2)[nH]1,-1,4,1
-2,-1,-1,1,4,Cc1cc(NC(=O)c2cc(F)c(F)cc2Cl)no1,-7,11,1
-4,4,-6,1.1,-26,Cc1ccc(-c2cc(C(=O)OCC(=O)N(C)C3CCS(=O)(=O)C3)c3ccccc3n2)c(C)c1 (stereo not given),3,13,1
5,-1,14,0.86,-5,CCn1cc(C(=O)NCCCN2CC(C)CC(C)C2)c(=O)c2cc(S(=O)(=O)N(C)C3CCCCC3)ccc21 (stereo not given),-5,0,0.95
23,0,1,0.99,-14,CCc1ccc2oc(=O)cc(CN3CCN(CCO)CC3)c2c1,-2,4,0.77
2,3,3,0.97,2,CCSc1nnc(NC(=O)CSc2nc(CC)nc3c2c(=O)n(C)c(=O)n3C)s1,-6,-22,0.98
-1,5,-3,1,-2,O=C(COc1ccccc1Cl)Nc1ccc2c(c1)C(=O)NC2=O,-3,-19,1
1,-5,5,0.95,1,CCOC(=O)N1CCN(CC(O)c2c[nH]c3ccccc23)CC1 (stereo not given),-5,13,0.99
-6,-1,-5,1.1,32,COc1ccc(/C(C)=N/N=C(N)N)c(O)c1,-3,0,1.1
-7,-4,5,0.95,-8,COc1ccc(NC(=O)c2cc(=O)c3ccccc3o2)cn1,5,-2,1.1
5,0,-5,1,-3,CC1(C)CC(NC(=O)c2ccc(Br)o2)CC(C)(C)N1,-9,-10,0.95
0,1,-8,1.1,-4,Cc1ccc(S(=O)(=O)NCC(=O)NCc2cc(=O)n(C)c(=O)n2C)cc1,-3,-18,1
-17,-3,-2,1,-7,COC(=O)CNC(=O)Cn1cnc2sc(C)c(S(=O)(=O)N3CCC(C)CC3)c2c1=O,0,10,1.2
13,-1,-10,1.1,-6,CC(C)(C)c1ccc(-n2ncc3c2CCCC3NC(=O)CCn2cncn2)cc1 (stereo not given),-3,-5,0.87
16,4,0,1,2,O=C(NC1CCC(NC(=O)C(F)(F)C(F)F)CC1)C(F)(F)C(F)F (stereo not given),3,-13,0.84
-4,-2,-1,1,-6,COc1ccc(-c2cc(C(F)(F)F)c(C#N)c(SCC(=O)Nc3ccccc3C#N)n2)cc1,-7,-2,1
-10,4,-5,1,0,Cc1nc(C)c(-c2csc(Nc3ccc(F)cc3)n2)s1,1,26,1.1
3,1,2,0.98,-1,Cc1ccccc1NC(=O)Cc1nnc(SCC(=O)NC2CCCC2)n1C,0,-10,0.97
-6,-3,0,1,0,CN(C)S(=O)(=O)c1ccc(Cl)c(NC(=O)CN2CCc3ccccc3C2)c1,-2,4,1.1

# Part of the list above, field by field:
> CC1(C)Cc2ccccc2C(C(Cc2ccccc2)C(N)=O)=N1 (stereo not given)
  hIAP block: -2 | APOBEC3A inh: -2 | mIAP inh: 9 | mIAP act: 0.91 | ATG4B inhibitor: -3 | HKDC1 inhibitor: -8 | PfGluPho inh: 18 | hIAP act: 1

> O=[N+]([O-])c1ccc(N2CCN(c3ccc(Cl)nn3)CC2)c(Cl)c1
  hIAP block: 23 | APOBEC3A inh: -3 | mIAP inh: 3 | mIAP act: 0.97 | ATG4B inhibitor: 2 | HKDC1 inhibitor: -3 | PfGluPho inh: -3 | hIAP act: 0.77

> COc1ccc(-n2cc(-c3ccccc3)c3c(NN4CCOCC4)ncnc32)cc1
  hIAP block: -33 | APOBEC3A inh: -7 | mIAP inh: -20 | mIAP act: 1.2 | ATG4B inhibitor: -5 | HKDC1 inhibitor: 2 | PfGluPho inh: 0 | hIAP act: 1.3

> Cc1ccc(OCC(=O)Nc2cccnc2Cl)cc1C
  hIAP block: 7 | APOBEC3A inh: -4 | mIAP inh: 3 | mIAP act: 0.97 | ATG4B inhibitor: 1 | HKDC1 inhibitor: -5 | PfGluPho inh: 7 | hIAP act: 0.93

# Next part:
hIAP block,APOBEC3A inh,mIAP inh,mIAP act,ATG4B inhibitor,mol,HKDC1 inhibitor,PfGluPho inh,hIAP act
0,1,3,0.97,-3,Cc1ccc(S(=O)(=O)N2CCOCC2)cc1NC(=O)Cn1nc(C)c([N+](=O)[O-])c1C,-2,-10,1
4,3,3,0.97,-14,CCC(C)NC(=O)C1c2cc(OC)c(OC)cc2C(=O)N(C)C1c1ccc(OC)cc1 (stereo not given),-3,-6,0.96
8,-2,-2,1,6,C=C(C)C(=O)OCC(O)COc1ccc(C(C)(C)c2ccc(OCC(O)COC(=O)C(=C)C)cc2)cc1 (stereo not given),2,23,0.92
-4,-4,0,1,6,CSc1ccccc1-n1nnnc1SCc1ccccc1,9,-12,1
7,1,6,0.94,-6,CC12CCC(c3c(C(=O)N4CCOCC4)nn(-c4ccccc4)c31)C2(C)C (stereo not given),-14,14,0.93
10,-1,5,0.95,3,CCN(CC)CCn1c2c(c(SCC(=O)Nc3ccc(C(C)C)cc3)nc1=O)CCCC2,-1,0,0.9
-2,-8,-4,1,-1,Cc1cc(C(=O)NCCC2=CCCCC2)no1,-6,-7,1
3,11,6,0.94,2,COc1ccc(S(=O)(=O)NCCC(=O)NCc2ccc(F)cc2)cc1,-12,-7,0.97
1,-4,-5,1.1,4,CC1(C)CCC[C@]2(C)[C@H]3CC(=O)O[C@]3(C)CC[C@@H]12,-4,1,0.99
-4,-3,0,0.99,-11,Cn1c(Cn2cnc([N+](=O)[O-])n2)nnc1SCC(=O)Nc1ccccc1,-4,6,1
-6,1,6,0.94,-4,O=C(NCCc1c[nH]c2ccccc12)/C(=C\c1cccnc1)NC(=O)c1ccccc1Br,-12,-14,1.1
-1,0,7,0.93,0,COc1ccc(NC(=O)COC(=O)CCC(=O)c2cccs2)cc1OC,-5,-5,1
-3,11,7,0.93,-12,COc1ccccc1OCC(=O)Nc1sc2c(c1C(N)=O)CCC2,-2,6,1
3,-4,8,0.92,-6,Cc1cc(-c2ccc(S(=O)(=O)NCc3ccc(F)cc3)cc2)on1,-7,3,0.97
-14,-3,-2,1,-3,CCC(C)(C)NC(=O)CN(C(=O)CCC(=O)Nc1nccs1)c1ccccc1C,-7,-19,1.1
-9,-3,-8,1.1,-6,COc1ccc2c(C(=O)CN(C)C3CCCCC3)c[nH]c2c1,4,-2,1.1
3,-4,24,0.76,-7,Cc1ccccc1C(=O)NNC(=S)NC(=O)c1cccs1,-6,-3,0.97
-13,-3,-9,1.1,-9,CCC(C)c1ccccc1NC(=O)c1cc(C)no1 (stereo not given),-6,-10,1.1
7,-1,16,0.83,-23,CC(=O)c1coc2c1cc(O)c1ccccc12,16,0,0.93
9,-3,2,0.97,4,COc1ccc(S(=O)(=O)N2CCOCC2)cc1NC(=O)c1sccc1C,-11,-10,0.91
19,3,8,0.92,2,COc1ccc(C2=NOC(C(=O)Nc3cc(Br)ccc3O)C2)cc1OC (stereo not given),-7,4,0.81
-10,6,3,0.97,-3,Cc1nn(-c2ccccc2)c(Cl)c1C(=O)NNC(=O)c1ccncc1,-3,-8,1.1
-12,-5,1,0.99,0,C=CCn1c(COc2ccc(OC)cc2)nc2ccccc21,-1,0,1.1
-1,-2,-3,1,-8,CC(=O)Nc1cccc(S(=O)(=O)N2CCCCCC2)c1,-2,4,1
-2,0,-8,1.1,-5,CCCn1ccc(O)c(Cc2ccc(Cl)cc2)c1=O,6,0,1
-2,-4,-1,1,-1,O=C(Nc1ccccc1)C1=C(N2CCOCC2)/C(=C/c2cccnc2)CC1,-6,19,1
-2,-1,0,1,-5,COc1ccc(S(=O)(=O)N2CCOCC2)cc1NC(=O)COC(=O)CCOc1ccc(C)cc1,-2,5,1
-3,6,-5,1,-8,O=C(O)C1CC(c2ccccc2)=NO1 (stereo not given),5,-7,1
-1,4,-6,1.1,3,CCCCOc1ccccc1Cn1c(=O)oc2ccccc21,1,-1,1
20,1,4,0.96,-12,CC(=O)c1cnc2c(-c3ccc(Cl)cc3)c(C)nn2c1C,-8,0,0.8
15,-2,-1,1,-10,COc1ccc(NS(=O)(=O)c2cccc(C(=O)NCC3(N4CCOCC4)CCCCC3)c2)cc1,2,0,0.85
-5,-1,-7,1.1,-6,COc1ccc(S(=O)(=O)Nc2ccc3c(c2)OCO3)cc1Cl,10,10,1
3,-1,15,0.85,13,COc1cc(/C=C(\C#N)c2nc3ccccc3[nH]2)ccc1Oc1ccc([N+](=O)[O-])cn1,14,-1,0.97
-28,1,-7,1.1,36,O=C(c1ccc(CN2CCc3ccccc3C2)cc1)N1CCc2ccccc2C1,-7,12,1.3
-2,-4,4,0.96,0,COC(=O)C1CN(S(=O)(=O)c2ccc(C)cc2)CCN1S(=O)(=O)c1ccc(C)cc1 (stereo not given),-4,-7,1
12,0,2,0.98,-5,COc1cc2c3c(c1OC)C1(C=CC(=O)C=C1)CC3N(C(=O)CCC(=O)O)CC2 (stereo not given),-3,0,0.89
8,-1,8,0.92,-3,c1cc(-c2cc3cc(N4CCOCC4)ccc3o2)cs1,7,-1,0.92
-22,-8,7,0.93,3,O=C(Oc1c(Cl)cc(Cl)c2cccnc12)c1ccco1,2,10,1.2
-2,-3,12,0.88,-5,CC1CC(C)CN(CCCNC(=O)c2ccc(CS(=O)(=O)Cc3ccccc3F)o2)C1 (stereo not given),-3,-4,1
-3,2,-3,1,8,N#Cc1ccccc1Oc1ccc(S(=O)(=O)N2CCCCC2)cn1,-5,-12,1
-1,-1,4,0.96,-10,CC(=O)c1cccc(NC(=O)N2C3CCC2CC(O)(c2cccnc2)C3)c1 (stereo not given),-2,-2,1
10,-1,-4,1,-1,CCOCCCNC(=O)C(Cc1ccccc1)NC(=O)c1ccco1 (stereo not given),-5,-5,0.9
-3,-5,12,0.88,-6,CC(Sc1n[nH]c(N)n1)C(=O)Nc1cccc2ccccc12 (stereo not given),4,5,1
4,0,3,0.97,0,Cc1nc2ccc(S(=O)(=O)N(C)CC(=O)Nc3ccccc3F)cc2s1,-8,-3,0.96
15,0,2,0.98,4,CCC(=O)NCCCCCCNC(=O)CC,-8,-19,0.85
16,-5,-2,1,-2,Cc1ccccc1NC(=O)c1ccc2c(c1)CCN2S(C)(=O)=O,-3,-2,0.84
10,1,1,0.99,-2,Clc1ccccc1Nc1c2c(nc3ncnn13)CCC2,-6,-7,0.9
